Screening results (PubChem BioAssay)
Pol kappa inh = blocks human DNA polymerase kappa activity; Q9UBT6; purified Pol kappa, fluorescent DNA synthesis assay, 10 min; Potency, µM (titrated, usually from 107 µM), inactives show at the highest dose activity, negative = inhibition, actives largely listed as inhibitors; hit rate 0.53% among 400,000; AID 588579; further: on the % scale 0 is the no-effect control and ±100 the full control effect
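Activity was followed as the change in fluorescence between reads at 0 and 10 min after starting the reaction with 50 nM substrate. Beforehand, 10 nM polymerase had been preincubated with compound for 15 min at room temperature.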
JMJD2A Tudor inh = inhibitors of human JMJD2A Tudor domain; hit rate 4.4% among 390,000; AlphaScreen JMJD2A-Tudor / H3K4me3 peptide binding; Potency, µM (titrated, usually from 114 µM), inactives show at the top dose activity change, negative = inhibition, most hits filed as inhibitors; AID 504339; O75164; further: on the % scale 0 is the no-effect control and ±100 the full control effect; nearly all actives have a fitted effect of over 50% in size
BLM helicase inh = blocks DNA unwinding by human BLM helicase; Potency, µM (titrated, usually from 56.1 µM), inactives show top-dose activity change, negative = inhibition, usual class: inhibitors; hit rate 0.2% among 350,000; recombinant BLM DNA unwinding, fluorescence dequenching;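 further: plate controls were vehicle for no effect and no enzyme for full effect; nearly all actives have a fitted effect of over 35% in size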
POLI inh = blocks human DNA polymerase iota activity | Pol iota fluorescent replication assay, 10 min | Q9UNA4 | hit rate 1% among 390,000 | AID 588590 | Potency, µM (highest dose often 115 µM), for the others: at the top dose activity, negative = inhibition, actives largely listed as inhibitors
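Fluorescent replication assay read twice, at 0 min and 10 min after adding 50 nM (final) substrate. Enzyme (10 nM) and compounds were first incubated 15 min at room temperature; enzyme-free buffer wells were negative controls.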
APEX1 inh = APE1 (human) endonuclease inhibition. P27695. recombinant APE1, TAMRA/BHQ-2 abasic DNA cleavage fluorescence. Potency, µM (series often up to 65.8 µM), without a hit: at the top dose activity change, negative = inhibition, most hits filed as inhibitors. hit rate 0.35% among 350,000;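 further: plate controls were vehicle for no effect and reference inhibitor for full effect; nearly all actives have a fitted effect of over 55% in size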
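Endonuclease cleavage of a quenched abasic-site DNA duplex (50 nM) by APE1 (0.75 nM) was tracked by TAMRA dequenching. Compounds were preincubated with enzyme 15 min at room temperature; data normalized to buffer-only and DMSO wells plus NSC13755 control.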
Pol beta inh = blocks human DNA polymerase beta activity | P06746 | Pol beta primer extension/strand displacement, fluorescence kinetic | Potency, µM (doses to about 114 µM), without a hit: at the top dose activity change, negative = inhibition, usual class: inhibitors | hit rate 1.3% among 340,000; further: on the % scale 0 is the no-effect control and ±100 the full control effect
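Pol beta (10 nM) and compounds were preincubated 15 min at room temperature, then 50 nM substrate (final) started primer extension/strand displacement. Reads were taken at 0 and 10 min; concentration-response data were fitted to a four-parameter Hill equation.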
Pol eta inh = inhibitors of human DNA polymerase eta; Q9Y253; recombinant Pol eta, fluorescent DNA replication assay; Potency, µM (titrated, usually from 114 µM), for the others: at the top dose activity change, negative = inhibition, hits mostly inhibitors; hit rate 1.2% among 390,000; AID 588591; further: on the % scale 0 is the no-effect control and ±100 the full control effect
Target sequence (Q9Y253 whole entry, looked up): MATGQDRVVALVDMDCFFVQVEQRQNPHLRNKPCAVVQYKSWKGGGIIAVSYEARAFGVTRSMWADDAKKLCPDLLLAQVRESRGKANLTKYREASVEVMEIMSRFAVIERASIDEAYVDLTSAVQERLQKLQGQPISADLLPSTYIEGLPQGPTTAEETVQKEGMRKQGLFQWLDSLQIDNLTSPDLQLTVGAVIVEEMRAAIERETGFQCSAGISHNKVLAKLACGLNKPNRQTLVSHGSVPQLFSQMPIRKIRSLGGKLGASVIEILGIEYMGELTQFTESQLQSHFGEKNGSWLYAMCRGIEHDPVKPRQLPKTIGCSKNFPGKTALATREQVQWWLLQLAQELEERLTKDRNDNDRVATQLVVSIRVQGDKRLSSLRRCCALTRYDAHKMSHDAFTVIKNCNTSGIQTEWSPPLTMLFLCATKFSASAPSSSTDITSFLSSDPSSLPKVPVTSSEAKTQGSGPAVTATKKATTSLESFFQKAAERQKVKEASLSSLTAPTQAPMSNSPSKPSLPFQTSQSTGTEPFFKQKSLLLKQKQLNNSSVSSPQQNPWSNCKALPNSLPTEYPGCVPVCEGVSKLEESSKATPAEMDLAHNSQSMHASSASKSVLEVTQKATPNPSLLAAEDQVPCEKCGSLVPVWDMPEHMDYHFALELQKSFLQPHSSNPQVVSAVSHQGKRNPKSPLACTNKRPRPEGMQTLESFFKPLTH
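Pol eta at 10 nM preincubated with compounds 15 min at room temperature; reaction started with fluorescent substrate (50 nM final) and read kinetically at 0 and 10 min.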
G9a block = G9a (human) methyltransferase inhibition | G9a H3K9 monomethylation, AlphaScreen, 2 h | Potency, µM (titrated, usually from 102 µM), without a hit: top-dose activity, negative = inhibition, usual class: inhibitors | hit rate 8.8% among 350,000; further: on the % scale 0 is the no-effect control and ±100 the full control effect; nearly all actives have a fitted effect of over 75% in size
Target sequence (Q96KQ7 913-1193 limits assumed): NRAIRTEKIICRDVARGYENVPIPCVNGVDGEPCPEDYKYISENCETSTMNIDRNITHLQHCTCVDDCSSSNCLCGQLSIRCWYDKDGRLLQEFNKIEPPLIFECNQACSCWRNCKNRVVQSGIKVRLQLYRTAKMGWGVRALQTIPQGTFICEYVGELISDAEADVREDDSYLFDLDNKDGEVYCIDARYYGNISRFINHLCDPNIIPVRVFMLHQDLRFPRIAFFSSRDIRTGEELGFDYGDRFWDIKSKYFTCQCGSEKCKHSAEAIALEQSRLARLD
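Signal arises when biotinylated H3K9 peptide, once monomethylated, bridges streptavidin donor and antibody-captured acceptor beads. Enzyme at 20 nM was preincubated 15 min with test compounds; peptide 500 nM and SAM 20 uM then reacted for 2 h.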
BAZ2B block = BAZ2B (human) inhibition. Potency, µM (highest dose often 114 µM), without a hit: top-dose activity change, negative = inhibition, actives largely listed as inhibitors. Q9UIF8. hit rate 4.4% among 360,000. AlphaScreen BAZ2B-H3K14Ac peptide displacement; further: on the % scale 0 is the no-effect control and ±100 the full control effect; nearly all actives have a fitted effect of over 60% in size
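Compounds, titrated to a top concentration of 110 uM, were incubated 30 min at room temperature with preformed BAZ2B/acetyl-K14 H3 peptide complex (50 nM each). Proximity signal was measured by AlphaScreen after 20 min with beads.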
* = called active by the depositor; ? = inconclusive; · = not tested or not shown; [ ] = dose if it differs, or a comment. The call rests on the fitted dose curve; in most records, active means well fitted curve in the direction sought with a large enough effect; inconclusive means small, poorly fitted or top-dose-only effect, or another doubt; inactive means no such curve, though single readings can be large; an effect the other way counts as inactive or inconclusive. Potency means the concentration at half of the fitted maximal effect. These rows are one share of the data. The share of hits here may be higher or lower than overall.

Molecule | BAZ2B block | G9a block | BLM helicase inh | JMJD2A Tudor inh | Pol beta inh | POLI inh | Pol kappa inh | Pol eta inh | APEX1 inh
[2H]C(CCOS(N)(=O)=O)c1ccc(C(C)(C)C)cc1 (configuration not stated) | 5% | · | -3% | -20% | 37% | -6% | -8% | -5% | 3%
COc1ccc(Cl)cc1NC(=O)CN(C)C(=O)CCSc1ccc(C)cc1 | 9% | -1%[12.7 µM] | · | -5% | · | 20% | 6% | -17% | -21%
CCC(=O)Nc1ccc(-c2nc3ccccc3c(=O)o2)cc1 | -2% | 7% | -6% | -14% | 2% | 75%[activator] | -7% | 0% | -2%
CC(=O)Nc1cccc(C(=O)OC(C)C(=O)NCc2ccc3c(c2)OCO3)c1 (configuration not stated) | -3% | -1%[0.501 µM] | · | -13% | · | 23% | -4% | -7% | -4%
COc1ccc(N2CCN(C(CNC(=O)C(=O)NCCc3ccccc3)c3cccnc3)CC2)cc1 (configuration not stated) | -2% | -6%[59 µM] | -5% | -18% | 12% | 16% | -21% | -11% | ·
COc1cccc(C2CC(c3ccc(Cl)cc3)Nc3nc(N)nn32)c1 (configuration not stated) | -32% | -37% | -10% | -30% | -3% | 7% | 4% | -3% | 1%
c1cc2c(cc1Cn1cnnn1)OCO2 | 9% | -9% | -16% | -20% | 2% | ? | -19% | -2% | -4%
N#Cc1nc(-c2ccccc2)oc1NCC1CCCO1 (configuration not stated) | -35% | -6%[59 µM] | -4% | -11% | 5% | 1% | -1% | -9% | 1%
O=C(NCC(=O)N1CCN(C(=O)c2ccccc2)CC1)c1ccccc1 | 6% | 13%[12.7 µM] | · | -10% | · | 7% | -6% | -5% | -7%
COc1ccc(C(=O)NNC(=S)NC(=O)c2ccccc2)cc1 | -32% | 22µM* | -4% | -14% | 1% | 34% | 9% | -16% | 37%
CCn1ncc(Cl)c1C(=O)NC(=S)Nc1c(C)cc(C)cc1[N+](=O)[O-] | ? | 6%[59 µM] | -10% | ? | 47% | -5% | -5% | -17% | -8%
CCN(CC)S(=O)(=O)c1cccc(C(=O)OCC(=O)c2ccc3c(c2)NC(=O)CO3)c1 | 3% | -10% | -2% | -8% | 4% | 35%[activator] | -8%[60.1 µM] | 0% | -1%
CCN(CC)c1ccc2cc(-c3nnc(-c4ccccc4)o3)c(=O)oc2c1 | 26% | 15%[59 µM] | -4% | 24%[57.1 µM] | 7% | 9% | -1% | ? | 9%
Cc1cc(C(=O)Nc2nc3c(C)cccc3s2)c(C)o1 | -11% | 11%[59 µM] | -1% | -12% | ? | -4% | -21% | -16% | -1%
O=C(NCc1ccco1)c1cc2cc3ccc(Cl)cc3nc2o1 | -6% | -22%[12.7 µM] | -18% | -18% | ? | ? | ? | ? | 1%
COc1ccc(C(=Cc2ccccc2)C(=O)O)cc1 | · | · | · | -1% | · | 20% | -18% | 0% | ·
Cc1ccc(C2(C)NC(=O)N(CC(=O)Nc3cc(S(=O)(=O)N4CCOCC4)ccc3C)C2=O)cc1 (configuration not stated) | -2% | -11%[59 µM] | 0% | -11% | 17% | 11% | -18% | -11% | 2%
CC12CCC(=O)N1C(C(=O)O)Cc1c2[nH]c2ccccc12 (configuration not stated) | -35% | ? | 1% | 79µM* | -27% | -6% | -1% | 8% | 8%
Nc1c(C(=O)O)sc2nc(-c3ccccc3)cc(-c3ccccc3)c12 | -7% | · | -4% | -18% | 5% | -9% | 7% | -18% | 13%
CC1CC(C)CN(C(=O)C2CC(=O)N(c3ccc(F)cc3)C2)C1 (configuration not stated) | 5% | 6% | 0% | -1% | 14% | -10% | -6% | -5% | -9%
COc1cc(OC)cc(C(=O)/C=C2\Sc3ccccc3N2C)c1 | 40%[activator] | · | 0% | 15% | -7% | 22% | -20% | -4% | 10%
COc1ccc(/C(=N\Nc2ccccc2C(=O)O)c2ccccc2)cc1 | -34% | 35µM* | -5% | ? | 1% | -6% | -10% | 2% | -1%
COc1ccc(CN(C(=O)CSc2nnc(-c3ccc(F)cc3)o2)c2ccc(F)cc2)cc1 | 7% | 12% | -7% | -9% | 0% | 19% | -7% | -4% | -7%
Cc1cccc(C(C)C)c1NC(=O)CSc1cccc[n+]1[O-] | · | · | · | -12% | · | 75%[activator] | -10% | -3% | 33%
CCn1c(O)c(C=NC2CCCC2)sc1=S | -36% | ? | -2% | -32% | -1% | 3% | -14% | -10% | -1%
O=C(NC1CC(=O)N(c2cccc(F)c2)C1)N1CCN(C(=O)c2ccco2)CC1 (configuration not stated) | 10% | 1%[0.501 µM] | · | -7% | · | 27% | -6% | -21% | 44%
O=C(Nc1ccc(-c2nc3ncccc3o2)cc1)c1ccc(Br)o1 | -1% | ? | -11% | -30% | -3% | 13% | 1% | ? | -1%
O=C(N/N=C/c1ccncc1)c1cc2ccccc2o1 | 3% | 9%[59 µM] | 6% | -8% | 15% | 101%[activator] | -1% | -2% | 0%
CC(C)(C)OC(=O)[C@H]1[C@H](c2ccc([N+](=O)[O-])cc2)C2(C(=O)c3ccccc3C2=O)C2c3ccccc3C=NN21 (some centres not stated) | 40µM* | 14µM* | -14% | ? | -2% | 5% | -10% | -5% | 4%
CCOP(=O)(OCC)C(Nc1ccccc1)c1cc(OC)ccc1OC (configuration not stated) | 3% | 15%[59 µM] | 1% | -11% | 27% | 12% | -8% | -9% | 0%
O=C(O)CSCC(=O)Nc1ccc(Br)c(C(F)(F)F)c1 | -2% | · | -7% | 8% | 2% | 53%[activator] | -8% | -8% | 3%
CCN1CCN(S(=O)(=O)c2cc(C(=O)O)ccc2Cl)CC1 | -20% | ? | -2% | -12% | 6% | -1% | -1% | -21% | -1%
CC(NC(=O)CCn1nc(-c2ccc(Cl)cc2)ccc1=O)c1ccccc1 (configuration not stated) | -24% | 0%[59 µM] | -2% | -6% | ? | 46%[activator] | 1% | -21% | -9%
COc1cccc(-n2c(=O)c3c(C)c(C)sc3n(CC(=O)NCCc3ccc(OC)c(OC)c3)c2=O)c1 | -6% | -22%[59 µM] | -14% | -9% | -1% | 45%[activator] | 2% | · | ·
COC(=O)C(/C=N/OCc1ccc([N+](=O)[O-])cc1)NC(=O)c1cccc(Cl)c1 (configuration not stated) | -12% | 8%[2.33 µM] | -5% | -24% | ? | -6% | -9% | 1% | -8%
Cc1cc(=S)cc(C)n1CCCn1ccnc1 | · | 25µM* | -3% | -20% | 9% | 36%[activator] | -17% | -19% | 0%
COc1ccc(C(=O)Nc2ccc(N3CCOCC3)c(C(F)(F)F)c2)cc1OC | -32% | -12%[59 µM] | -4% | -18% | 3% | 1% | -17% | -13% | ·
COc1ccc(S(=O)(=O)NCCC(C)C)cc1OC | 9% | -1%[12.7 µM] | 0% | -10% | 1% | 21% | -8% | 10% | 1%
O=C(NCc1ccccc1)C1c2ccccc2Oc2ccccc21 | -35% | 5% | -8% | -3% | -22% | -20% | -16% | 5% | -6%
CCNc1nc(NC(C)(C)C)nc(Oc2ccc(=O)n(C)n2)n1 | -2% | -23%[59 µM] | -2% | -15% | -9% | -5% | -8% | -1% | ·
CCOc1ccc(NC(=O)c2cc(=O)[nH]c3ccccc23)cc1 | 56µM* | · | -5% | -16% | 14% | 156%[activator] | 6% | 7% | -2%
c1ccc2c(c1)OCCOCCOCCOCCOCCOc1ccccc1OCCOCCOCCO2 | -1% | ? | 4% | -6% | 1% | 20% | -2% | -19% | 3%
Cc1cc(C)c(NC(=O)C[N+](C)(C)CC(O)COc2cccc3ccccc23)c(C)c1 (configuration not stated) | -4% | -32% | 2% | -36% | -2% | 11% | 1% | -13% | -9%
Fc1ccccc1Nc1ncnc2c1nc1n2CCCCC1 | 4% | 1%[59 µM] | 0% | -15% | -2% | -10% | -9% | -10% | ·
CN1C[C@@H]2C[C@@H](c3cccn3-c3nccs3)N3CCC[C@@]23C1=O | -19% | 7% | -4% | -1% | 0% | 77%[activator] | -3% | -17% | 1%
Cc1ccccc1NC(=O)Cc1nnc(SCC(=O)Nc2ccccc2)n1C | -20% | -1%[59 µM] | -11% | -9% | -5% | 39%[activator] | 13% | -4% | -4%
COC(=O)c1c(NC(=O)COC(=O)CC(NC(C)=O)c2ccccc2)sc(C)c1C (configuration not stated) | -1% | -2% | · | -12% | · | 14% | 2% | 5% | -10%
O=c1c(-c2ccc(Cl)cc2)nc2cncnc2n1Cc1ccc(F)cc1 | · | -3%[12.7 µM] | 1% | · | · | · | 5%[60.1 µM] | · | -1%
COc1ccc(C(=O)CCC(=O)Nc2cccc(Cl)c2)cc1 | -7% | -32% | -15% | 0% | 0% | 34%[activator] | -12% | 8% | 2%
CC(C)Cc1nc2oc3c(Cl)ncnc3c2c2c1CCC2 | -2% | · | -5% | -5% | -15% | 10% | -17% | 3% | -1%
C/C(=N\NS(=O)(=O)c1ccc([N+](=O)[O-])cc1)c1ccc2c(c1)OCO2 | -33% | -49% | -2% | -24% | -1% | -26% | 2% | 3% | 26%
CC(CCCC(C)(C)O)NC(=O)c1cc(COc2ccc3ncccc3c2)on1 (configuration not stated) | -11% | · | 0% | -1% | 25% | 102%[activator] | -25% | -18% | 1%
CCNC(=O)C(=O)N/N=C/c1cc([N+](=O)[O-])ccc1O | 8.9µM* | 9% | 0% | 14µM* | -11% | 56%[activator] | -3% | -24% | 6%

Shown as a hit in BAZ2B block, among the entries above:
canonical_smiles | BAZ2B block | G9a block | BLM helicase inh | JMJD2A Tudor inh | Pol beta inh | POLI inh | Pol kappa inh | Pol eta inh
CC(C)(C)OC(=O)[C@H]1[C@H](c2ccc([N+](=O)[O-])cc2)C2(C(=O)c3ccccc3C2=O)C2c3ccccc3C=NN21 (some centres not stated) | 40µM* | 14µM* | -14% | ? | -2% | 5% | -10% | -5%
CCOc1ccc(NC(=O)c2cc(=O)[nH]c3ccccc23)cc1 | 56µM* | · | -5% | -16% | 14% | 156%[activator] | 6% | 7%
CCNC(=O)C(=O)N/N=C/c1cc([N+](=O)[O-])ccc1O | 8.9µM* | 9% | 0% | 14µM* | -11% | 56%[activator] | -3% | -24%
